# Assay outcomes: PubChem BioAssay, several laboratories
# ssDAF12 agonist – activators of S. stercoralis DAF-12 nuclear receptor; actives 1% (n = 370,000); AID 652126; HEK293 ssDAF-12/GRIP1 lit1-tk-luc reporter, luminescence; % of 3 µM dafachronic acid response; activation, % at 6.8 µM;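 active means activation above the mean over all tested compounds plus 3 SD, cut at about 0.9% in these data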;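 further: 0% = DMSO-only wells and 100% = 3 µM delta7-dafachronic acid wells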
# PLCb3 inh – inhibitors of human phospholipase C beta3. Q01970. Purified PLC-beta3, fluorogenic substrate, fluorescence. inhibition, % at 12.2 µM. actives 0.18% (n = 370,000). AID 720704; in the data active means inhibition above about 11%;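 further: 0% = median of compound wells on plate and 100% = full blocker control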
# hgDAF-12 ag – agonists of H. glycines DAF-12 nuclear receptor; HEK293 GAL4-hgDAF12 UAS-luciferase reporter, agonist luminescence; normalized to butyrate control; activation, % at 6.8 µM; actives 1.8% (n = 370,000);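 active means activation above a cutoff set at the mean of all screened compounds plus 3 SD, cut at about 10% in these data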;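 further: 0% = DMSO wells and 100% = sodium butyrate wells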
# ADAM17 inh – inhibits human ADAM17. P78536. recombinant ADAM17, EDANS/DABCYL FRET peptide cleavage. inhibition, % at 6.95 µM. actives 0.83% (n = 370,000);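 active means inhibition above the mean of compounds lying between control limits plus 3 SD, set per campaign, cut at about 8.5% in these data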;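 further: 0% = DMSO-only wells as the low control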
# Target sequence (P78536 215-824 limits assumed): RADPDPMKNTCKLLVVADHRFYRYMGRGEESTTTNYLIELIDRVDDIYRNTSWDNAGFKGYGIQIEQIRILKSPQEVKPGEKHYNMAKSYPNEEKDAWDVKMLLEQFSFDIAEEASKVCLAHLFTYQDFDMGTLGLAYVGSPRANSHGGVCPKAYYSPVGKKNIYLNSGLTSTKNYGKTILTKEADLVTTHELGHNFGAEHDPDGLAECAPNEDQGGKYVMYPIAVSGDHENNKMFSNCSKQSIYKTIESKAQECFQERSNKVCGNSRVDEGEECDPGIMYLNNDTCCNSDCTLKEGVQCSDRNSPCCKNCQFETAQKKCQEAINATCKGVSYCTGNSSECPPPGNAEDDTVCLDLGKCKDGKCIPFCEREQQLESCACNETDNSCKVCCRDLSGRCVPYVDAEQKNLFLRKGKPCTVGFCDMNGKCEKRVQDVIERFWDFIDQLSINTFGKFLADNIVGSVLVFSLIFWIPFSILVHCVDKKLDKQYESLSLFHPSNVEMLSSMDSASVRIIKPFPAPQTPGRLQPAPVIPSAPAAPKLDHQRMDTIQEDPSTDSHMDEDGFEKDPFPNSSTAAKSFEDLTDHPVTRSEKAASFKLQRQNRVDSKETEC
# DAX1 inh-1 – NR0B1 (DAX1) inhibition | inhibition, % at 6.75 µM | actives 0.99% (n = 340,000) | HEK293 Gal4-DAX1 luciferase reporter, luminescence | AID 504766 | P51843;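 active means inhibition above the mean over all tested compounds plus 3 SD, cut at about 4.2% in these data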;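 further: 0% = DAX1-transfected cells with DMSO and 100% = empty-vector control cells with DMSO; inhibition shows as a rise in luminescence from relieved DAX1 repression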
# Target sequence (P51843 207-470 limits assumed): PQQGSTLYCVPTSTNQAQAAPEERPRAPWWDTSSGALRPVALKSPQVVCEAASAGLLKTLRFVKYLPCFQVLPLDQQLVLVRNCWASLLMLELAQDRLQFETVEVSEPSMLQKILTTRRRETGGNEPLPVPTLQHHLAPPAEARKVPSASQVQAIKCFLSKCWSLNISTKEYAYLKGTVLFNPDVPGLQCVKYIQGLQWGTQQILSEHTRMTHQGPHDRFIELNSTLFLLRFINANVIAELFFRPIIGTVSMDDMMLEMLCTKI
# DAX1 inh-2 – inhibitors of DAX1 repression of SF-1 activated StAR promoter; actives 1.1% (n = 370,000); AID 652010; HEK293T StAR-luciferase reporter, SF-1/DAX-1 repression relief; inhibition, % at 6.8 µM;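 active means inhibition above the mean over all tested compounds plus 3 SD, cut at about 3.6% in these data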;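 further: 0% = DAX-1 cells with DMSO and 100% = cells lacking DAX-1 with DMSO; higher inhibition means more luminescence from relief of DAX-1 repression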
# MBD2 inh – blocks human MBD2 binding to methylated DNA | Q9UBB5 | TR-FRET, MBD2 binding to methylated oligonucleotide | inhibition, % at 4.4 µM | actives 0.31% (n = 370,000) | AID 686964; in the data active means inhibition above about 13%
# PLCg1 inh – blocks human PLC-gamma1 enzyme activity; P19174; purified PLC-gamma1, fluorogenic substrate, fluorescence; inhibition, % at 12.2 µM; actives 0.84% (n = 370,000); in the data active means inhibition above about 9.5%
# hcDAF-12 act – activates DAF-12 receptor from parasite H. contortus. AID 652067. HEK293 hcDAF-12 lit1-tk-luc reporter, luminescence; 0% DMSO, 100% Δ7-dafachronic acid. actives 1.4% (n = 370,000). activation, % at 6.8 µM;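 active means activation above the mean of all tested compounds plus 3 SD, cut at about 5.5% in these data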;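 further: 100% = response to 3 µM Δ7-dafachronic acid high control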
# SMARCA2 act – SMARCA2 function activation, primary screen | AID 652017 | actives 1% (n = 370,000) | activation, % at 9.1 µM | MG213 cells, MMTV-luciferase reporter, dexamethasone, overnight; in the data active means activation above about 7.8%;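 further: 0% = vehicle wells and 100% = reference activator wells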
# NR1D1 modulator – modulates human Rev-erb alpha binding to DNA. P20393. Rev-erbα–FITC-DNA binding, fluorescence polarization, 90 min. activity, % at 10 µM. actives 0.79% (n = 370,000). AID 1259318;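 active means activity above about 14%, limit read from the data; passing the limit was not always enough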;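 further: 0% = DMSO wells with 35 nM protein and 100% = DMSO wells with 750 nM protein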
# The depositor's hits bear a star; / = no result given.
no.	structure	PLCg1 inh	DAX1 inh-2	ADAM17 inh	PLCb3 inh	hgDAF-12 ag	DAX1 inh-1	SMARCA2 act	ssDAF12 agonist	NR1D1 modulator	hcDAF-12 act	MBD2 inh
1	Cn1ccnc1SCC(=O)N1CCc2ccccc21	4	5.5*	-6	-2	20*	2.3	8.2*	-0.4	1	2.5	-1
2	CC(C)N1CCN(Cc2ccc3c(c2)Cc2ccccc2-3)CC1CCO (stereo not drawn)	2	0.6	-2	-1	-2.0	0.7	0	-1.7	2	1.7	-4
3	Cc1sc2ncnc(N3CCC(C(=O)Nc4ccc(Br)cc4Br)CC3)c2c1C	-5	0.4	6	-10	-0.6	0.3	-1	-0.7	20	0.2	-3
4	CCCCn1cnc2cc(C)c(C)cc21	0	-0.4	-5	-1	1.0	-0.1	-3	-1.2	-2	-0.5	7
5	Cc1cc(-c2ccc(C(C)C)c(S(=O)(=O)Nc3ccccn3)c2)on1	-28	0.1	-25	-53	3.5	-0.2	3	-0.5	0	1.5	1
6	Nc1ncnc2c1ncn2[C@@H]1O[C@H](C(=O)NS(=O)(=O)c2cccs2)[C@@H](O)[C@H]1O	2	-0.3	1	3	0.2	/	-2	-1.4	2	1.9	-3
7	CC(C)C(=O)N1CCN(c2ccccc2NC(=O)c2ccc([N+](=O)[O-])o2)CC1	2	-0.9	4	-8	0.1	1.3	-1	-0.3	-2	0.3	-8
8	CCOc1ccc(C2N(c3ccc(F)cc3)C(=O)C3CCCN32)cc1 (stereo not drawn)	-1	0.4	-1	0	0.2	-0.3	0	-0.6	1	-1.7	5
9	O=C(O)C1=CC[C@@H](c2ccc(Cl)cc2)N(S(=O)(=O)c2ccc(Cl)cc2)[C@H]1c1ccc(Br)cc1	0	-0.9	-5	-4	1.6	0.2	-6	-0.8	-4	-1.0	2
10	Cc1nonc1CN(C)C(=O)CC1C(=O)NCCN1Cc1cccc(C(F)(F)F)c1 (stereo not drawn)	-9	0.3	-6	-11	-2.5	-0.1	1	-1.2	-2	-0.8	-6
11	CC(C)c1ccc(OCC(O)CN2CCN(c3ccccn3)CC2)cc1 (stereo not drawn)	0	-0.1	-4	-23	1.1	-0.3	3	-0.7	2	1.2	-1
12	COc1ccc(NC(=O)c2c3c(nc4ccccc24)CCN(Cc2ccccc2)C3)c(OC)c1	-18	-1.4	-4	-26	1.7	2.1	6	-1.6	-3	-0.5	1
13	CC(C)NC(=S)NN=C1CCCCCCCCCCC1	3	0.3	-3	-4	3.0	-0.3	-1	-1.6	-2	-2.5	0
14	CCOc1ccc(-c2noc(CCC(=O)NC3CCCC3)n2)cc1OC	1	-0.2	0	-4	-1.2	0.3	-2	-0.8	-4	-3.9	-2
15	COc1ccc(S(=O)(=O)N2CCC(C(=O)NCCC3=CCCCC3)CC2)cc1C	-2	0.5	-2	-1	-1.3	0.1	-3	-0.5	-3	2.4	-5
16	CC(C)C(=O)N1CCC1(C)C(=O)Nc1ccc(-n2cncn2)cc1 (stereo not drawn)	1	-0.3	-5	2	-2.4	/	-3	-1.0	-8	-0.3	4
17	COc1ccc(C(=O)NC=C2C(=O)OC(C)(C)OC2=O)cc1	-1	-0.4	-3	2	-2.7	0.3	2	-1.0	-5	-2.3	-3
18	OC(CNCC#Cc1ccccc1)c1ccccc1 (stereo not drawn)	1	0.4	-3	-3	-3.5	-0.9	-1	-1.4	1	-0.9	-4
19	COc1ccc(NS(=O)(=O)c2c(C)n(C)c(=O)n(C)c2=O)cc1	0	-0.3	-2	1	-0.5	0.9	1	-1.0	-4	0.5	2
20	COc1ccccc1C(=O)OCC(=O)NC1CCCC1	4	-0.3	-1	-2	1.1	1.4	4	0.1	2	4.0	-3
21	CCOc1ccc(C(=O)NCC(=O)NCC(c2ccco2)N2CCCCC2)cc1 (stereo not drawn)	2	0.4	-3	-1	0.9	0.6	0	-0.8	5	0.4	5
22	Cc1cc(N2CCOCC2)n2nc(C)c(-c3ccc(Cl)cc3)c2n1	-26	0.5	-5	-38	-0.4	0.5	-1	-0.9	26*	0.9	3
23	Nc1n[nH]c2cc(=O)n(-c3ccc(Cl)cc3)nc12	-21	-0.5	-4	-22	-3.9	1.2	2	-1.7	4	-1.0	-10
24	O=C(Nc1ccccc1)C1CCCCC1	5	-0.2	2	3	0.1	-0.1	-4	-1.4	-2	-1.1	-4
25	CC(C)(C)c1ccc(C(=O)N2CCC(C(=O)N3CCCCC3)CC2)cc1	-2	-0.5	-2	-7	-2.9	-0.5	-1	-1.2	9	1.9	2
26	CCN(CCn1cccn1)Cc1cn[nH]c1-c1cccc2ccccc12	0	-0.1	-4	-10	0.4	2.0	-3	-1.4	10	-0.4	1
27	CC1(C(=O)NS(=O)(=O)c2ccccc2Cl)CCN1C(=O)CC1CC1 (stereo not drawn)	0	-0.4	-2	2	1.8	/	2	-1.2	4	-1.4	-5
28	CC(C)(C)c1ccc(C(=O)c2c[nH]c(C(=O)NCCc3ccccn3)c2)cc1	3	-0.2	0	-5	0.8	0.3	0	-1.7	0	1.0	3
29	NS(=O)(=O)c1ccc(NC(=O)CN2CCN(S(=O)(=O)c3ccc(F)cc3)CC2)cc1	-1	-0.9	-1	-3	1.4	0.2	-3	-0.9	4	0.1	-2
30	CCn1c(-c2ccc(N(C)C)cc2)nc2ccccc21	-77	-0.6	-349	-113	3.2	-1.4	-2	-0.3	2	3.6	0
31	O=C(COC(=O)/C=C/c1ccc(OC(F)F)cc1)NC(=O)NCc1ccccc1	-3	-1.0	-5	-8	-0.7	-0.5	-2	-0.6	-2	-2.3	1
32	COc1ccc(-c2c(-c3cc(OC)cc(OC)c3)n(C)c3ccc(-c4cc(F)cc(OC)c4)cc23)cc1	-3	0.1	-6	-7	-0.1	-0.2	1	-1.4	1	-0.5	3
33	Cc1cc(C)c(NC(=O)C2CC(=O)N(c3ccc4c(c3)OCCO4)C2)c(C)c1 (stereo not drawn)	0	-1.6	0	2	-5.1	-2.1	-4	-1.8	-1	-3.4	3
34	COc1ccc(C)cc1NC(=O)COC(=O)C1CCN(C(=O)c2ccc(Cl)cc2)CC1	-2	0.4	-2	-7	0.4	1.0	-2	-1.7	2	-1.7	-1
35	COc1cc(OC)cc(C(=O)NCC(=O)N2CCCCC2)c1	4	-0.7	-1	2	4.6	2.5	-2	-1.2	-1	-1.6	3
36	Cc1cc(C(=O)CSCCCn2c(=O)[nH]c3ccccc32)c(C)n1C	-3	0.1	2	-8	-1.1	1.0	-2	-1.1	0	-1.3	-6
37	COc1ccccc1CNC(=O)c1ccc2nc(C)c(N(C)Cc3ccc(NC(C)=O)cc3)n2c1	-3	-0.4	0	1	1.2	/	5	-1.5	-9	0.1	1
38	CC(O)CNCc1cccc2ccccc12 (stereo not drawn)	3	-0.6	0	5	2.0	0.2	-1	-0.8	3	-0.3	6
39	O=C(Nc1ccc([N+](=O)[O-])cc1)N1CCc2ccccc2C1	6	-0.7	7	6	-2.0	0.0	-2	-1.8	-6	-1.7	-3
40	O=C(CCC(=O)N1CCN(c2ccc(C(F)(F)F)cn2)CC1)c1cccs1	2	-2.5	-5	-8	-0.8	-0.8	-4	-1.6	6	-1.5	2
41	COc1cccc(-c2ncc3ccccc3c2COC(=O)c2ccc(C(C)(C)C)cc2)c1	1	-0.2	-2	-4	-1.1	0.9	0	-1.6	3	-1.7	2
42	Cc1ncc([N+](=O)[O-])n1CC(=O)Nc1ccccc1F	1	-0.1	-4	-10	0.3	0.4	-3	-1.2	4	0.4	1
43	CNC(=O)Oc1ccc2c(c1)[C@]1(C)CCN(C)C1N2C (stereo partly drawn)	-1	-1.5	-3	0	0.2	0.1	-1	-1.3	-6	0.0	-5
44	O=C(C1CC1)N1CCc2cc(S(=O)(=O)NC3CCN(Cc4ccccc4)CC3)ccc21	3	-0.7	1	5	1.5	0.2	-2	-0.8	5	-0.1	-2
45	COc1cc2nc(CC(C)C)n(NC(=O)c3ccccc3Br)c(=O)c2cc1OC	0	-0.5	-3	-4	-3.2	1.1	0	-1.4	-1	-2.0	1
46	O=C(c1ccc(F)cc1)N(C(=O)c1ccc(F)cc1)c1ncccn1	0	0.2	-4	2	2.1	0.1	-1	-1.0	1	0.1	3
47	O=C(Nc1ccc(Cl)cc1)Nc1nnc(CSc2ccc(Cl)cc2)s1	1	-0.5	-1	-1	1.3	-0.1	1	-0.7	3	-1.8	1
48	COc1cc(C(=O)N2CCN(C3CCCCC3)CC2)cc(OC)c1OC	0	-0.1	0	-5	3.3	1.0	-2	-0.8	-3	-0.8	-2
49	Cc1onc(-c2ccccc2Cl)c1C(=O)N1C=CC(C(F)(F)Cl)=NCC1	9	-0.8	-3	9	4.3	0.4	-2	-1.2	4	-0.8	6
50	Cc1ccccc1CSc1nc(-c2ccccc2)cc(=O)[nH]1	0	0.3	1	1	1.1	-0.7	-1	-0.8	-10	-1.8	-3
51	O=S(=O)(Nc1nc2ccccc2nc1Cl)c1ccccc1	-5	0.1	-6	-6	-0.2	0.8	1	0.5	-2	0.9	0
52	COc1ccc2c(c1)c1ncn(Cc3ccco3)c(=O)c1n2C	-242	-0.1	-465	-327	-0.9	-1.7	-1	-1.7	1	-2.0	-2

# Gathered by group: those above containing a Cl atom.
no.	structure	PLCg1 inh	DAX1 inh-2	ADAM17 inh	PLCb3 inh	hgDAF-12 ag	DAX1 inh-1	SMARCA2 act	ssDAF12 agonist	NR1D1 modulator	hcDAF-12 act	MBD2 inh
9	O=C(O)C1=CC[C@@H](c2ccc(Cl)cc2)N(S(=O)(=O)c2ccc(Cl)cc2)[C@H]1c1ccc(Br)cc1	0	-0.9	-5	-4	1.6	0.2	-6	-0.8	-4	-1.0	2
22	Cc1cc(N2CCOCC2)n2nc(C)c(-c3ccc(Cl)cc3)c2n1	-26	0.5	-5	-38	-0.4	0.5	-1	-0.9	26*	0.9	3
23	Nc1n[nH]c2cc(=O)n(-c3ccc(Cl)cc3)nc12	-21	-0.5	-4	-22	-3.9	1.2	2	-1.7	4	-1.0	-10
27	CC1(C(=O)NS(=O)(=O)c2ccccc2Cl)CCN1C(=O)CC1CC1 (stereo not drawn)	0	-0.4	-2	2	1.8	/	2	-1.2	4	-1.4	-5
34	COc1ccc(C)cc1NC(=O)COC(=O)C1CCN(C(=O)c2ccc(Cl)cc2)CC1	-2	0.4	-2	-7	0.4	1.0	-2	-1.7	2	-1.7	-1
47	O=C(Nc1ccc(Cl)cc1)Nc1nnc(CSc2ccc(Cl)cc2)s1	1	-0.5	-1	-1	1.3	-0.1	1	-0.7	3	-1.8	1
49	Cc1onc(-c2ccccc2Cl)c1C(=O)N1C=CC(C(F)(F)Cl)=NCC1	9	-0.8	-3	9	4.3	0.4	-2	-1.2	4	-0.8	6
51	O=S(=O)(Nc1nc2ccccc2nc1Cl)c1ccccc1	-5	0.1	-6	-6	-0.2	0.8	1	0.5	-2	0.9	0

# Entries of single compounds, looked up by structure. Values in the order: PLCg1 inh, DAX1 inh-2, ADAM17 inh, PLCb3 inh, hgDAF-12 ag, DAX1 inh-1, SMARCA2 act, ssDAF12 agonist, NR1D1 modulator, hcDAF-12 act, MBD2 inh
# COc1cc(OC)cc(C(=O)NCC(=O)N2CCCCC2)c1 in the list: 4, -0.7, -1, 2, 4.6, 2.5, -2, -1.2, -1, -1.6, 3
# O=C(Nc1ccc(Cl)cc1)Nc1nnc(CSc2ccc(Cl)cc2)s1 in the list: 1, -0.5, -1, -1, 1.3, -0.1, 1, -0.7, 3, -1.8, 1
